Cycloheximide cs = counter-screen for Shiga toxin inhibitors: cycloheximide protein synthesis inhibition; max response, %; AID 2314; cell reporter, cycloheximide protein synthesis inhibition counterscreen; 300,000 compounds, 12% hits; in the data active = max response mostly above about 13%, no sharp cut-off; inactive = mostly below about 14%; also: read at 38.3 µM for the half of the compounds with a filed dose; 0% is about no effect
Pf growth 96h = P. falciparum growth inhibition at 96 hour, primary screen for plastid delayed-death inhibitors; Potency, µM (titrated, usually from 28.7 µM), for the others: at the top dose activity change, negative = inhibition, actives largely listed as inhibitors; AID 504834; 320,000 compounds, 6.9% hits; P. falciparum luciferase reporter growth, 96 h; also: potency is read from the fitted curve at half-maximal effect; % is scaled to controls: 0 for no effect and ±100 for the full control effect
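Two parasite generations (96 h, 37 C, 5% CO2) of compound exposure in infected erythrocytes (0.05% parasitemia, 2% hematocrit). Luciferase-reporter P. falciparum; decreased luminescence indicates inhibited growth, aimed at apicoplast-acting delayed death.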
Pf growth 48h = P. falciparum growth inhibition at 48 hours (one generation). P. falciparum luciferase growth in erythrocytes, 48 h. Potency, µM (top dose mostly 28.7 µM), inactives show top-dose activity change, negative = inhibition, usual class: inhibitors. 310,000 compounds, 5.9% hits. AID 504832; also: potency is read from the fitted curve at half-maximal effect; % is scaled to controls: 0 for no effect and ±100 for the full control effect
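Erythrocytes infected with P. falciparum carrying an integrated firefly luciferase reporter (2% hematocrit, 0.1% parasitemia final) were exposed to compounds in RPMI 1640 with 0.5% Albumax at 37 C, 5% CO2. Growth inhibition was scored as reduced luminescence.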
TbPYK inhibitor = blocks Trypanosoma brucei pyruvate kinase | Q57TT1 | TbPYK enzyme, Kinase-Glo Plus ATP luminescence, 45 min | Potency, µM (top dose mostly 76.8 µM), for inactives: at the highest dose activity, negative = inhibition, usual class: inhibitors | 410,000 compounds, 0.12% hits; also: potency is read from the fitted curve at half-maximal effect; % is scaled to controls: 0 for no effect and ±100 for the full control effect; nearly all actives have a fitted effect of over 50% in size
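Readout: single end-point luminescence (Kinase-Glo Plus, 10 min). Reaction conditions were TbPYK/substrate plus 130 uM ADP, 45 min at RT, pH 7.2 TEA buffer. No-enzyme wells served as controls, and data were normalized before concentration-response fitting.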
HCV inhibitor = blocks hepatitis C virus | Huh7.5.1 HCVcc-Cre infection, luciferase reporter, 44 h | Potency, µM (highest dose often 41.8 µM), without a hit: top-dose activity change, negative = inhibition, hits mostly inhibitors | 340,000 compounds, 3.4% hits; also: potency is read from the fitted curve at half-maximal effect; % is scaled to controls: 0 for no effect and ±100 for the full control effect
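Infectious HCVcc-Cre (~0.5 moi) was added to cells just after compound, with cells seeded 4 h earlier at 1,000 per well. Luciferase activity after 44 h culture reported infection; substrate was incubated 15 min at room temperature before reading.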
LmPK inh = blocks Leishmania mexicana pyruvate kinase activity; Q27686; purified LmPK, Kinase-Glo ATP luminescence, 1 h; Potency, µM (top dose mostly 57.5 µM), for inactives: at the highest dose activity change, negative = inhibition, hits mostly inhibitors; 290,000 compounds, 0.37% hits; AID 1721; also: potency is read from the fitted curve at half-maximal effect; % is scaled to controls: 0 for no effect and ±100 for the full control effect
Target sequence (Q27686 whole entry, looked up): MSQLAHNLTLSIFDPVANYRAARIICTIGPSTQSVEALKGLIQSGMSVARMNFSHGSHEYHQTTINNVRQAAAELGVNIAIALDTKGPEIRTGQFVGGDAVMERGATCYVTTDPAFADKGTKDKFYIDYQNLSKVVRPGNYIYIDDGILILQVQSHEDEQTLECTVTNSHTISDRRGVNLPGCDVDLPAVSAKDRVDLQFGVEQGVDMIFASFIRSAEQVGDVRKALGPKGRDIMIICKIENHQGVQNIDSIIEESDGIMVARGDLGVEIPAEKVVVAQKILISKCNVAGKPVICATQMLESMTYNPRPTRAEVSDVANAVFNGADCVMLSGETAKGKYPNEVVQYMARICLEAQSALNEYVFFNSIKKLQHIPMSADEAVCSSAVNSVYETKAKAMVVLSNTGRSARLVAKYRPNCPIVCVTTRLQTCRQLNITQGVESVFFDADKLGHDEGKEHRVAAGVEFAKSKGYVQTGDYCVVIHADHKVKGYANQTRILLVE
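Screened at intermediate enzyme activity to detect both inhibitors and activators: LmPK at 0.1 nM, with a 0.5 nM enzyme column as activation reference. PEP 0.5 mM, ADP 0.1 mM; ATP detected by luminescence after 1 h.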
Shiga inhibitor = blocks Shiga toxin action in Vero cells | 290,000 compounds, 9.2% hits | Vero cells, Shiga toxin protein synthesis inhibition reporter | inhibition, % at 38.7 µM | AID 2315; in the data active = inhibition mostly above about 28%, no sharp cut-off; inactive = mostly below about 43%; also: 0% is about no effect
* = called active by the depositor; i = inactive; u = inconclusive; x = not tested or not shown; [ ] = another dose, or the depositor's remark. Unless noted, calls follow the shape of the dose curve; as a rule, active = well fitted curve in the direction sought with a large enough effect; inconclusive = small, poorly fitted or top-dose-only effect, or another doubt; inactive = no such curve, though single readings can be large; an effect the other way counts as inactive or inconclusive.

SMILES	Cycloheximide cs	Pf growth 96h	Pf growth 48h	TbPYK inhibitor	HCV inhibitor	LmPK inh	Shiga inhibitor
Cc1cc2c(c(C)c1Br)C(c1ccc3c(c1)OCO3)CC(=O)O2 (stereo unspecified)	-5	x	x	0%	-11%	x	i
Clc1cccc(Cl)c1CNC1CCCC1	-7	-16%	x	4%	20%	-12%	19
COc1ccc(OC)c(NC(=O)Cn2cc(C#N)c3cc(Br)ccc32)c1	-2	-3%	u	-1%	u	5%	-11
COc1ccc(-n2c(SCC(N)=O)nc3sc4c(c3c2=O)CCN(C)C4)cc1	5	2.1µM*	u	-14%	-4%	5%	0
COc1cc([N+](=O)[O-])ccc1NC(=S)N1CCN(c2ccccn2)CC1	13	7%	9%	-17%	-30%	-1%	-14
Cc1ccccc1-c1ocnc1C(=O)Nc1ccccc1NC(=O)c1ccccn1	5	-22%	0%	0%	u	0%	-6
COc1cc(/C=C/C(=O)OCC(=O)NCc2ccco2)ccc1OC(F)F	-8	u	-7%	-2%	x	-11%	-21
O=[N+]([O-])c1cccc(C2NCC(c3ccccc3Cl)c3c2[nH]c2ccccc32)c1 (stereo unspecified)	1	13µM*	-7%	3%	-6%	-2%	-5
OCCCNc1ncnc2oc(-c3ccccc3)c(-c3ccccc3)c12	-5	u	3%[0.00184 µM]	-3%	u	5%	-14
N#Cc1nc(COc2ccccc2)oc1N1CCC(Cc2ccccc2)CC1	-4	-1%	9.3µM*	1%	-26%	3%	-14
Cc1nn(CCc2nn[nH]n2)c2nc(-c3ccc(C4CCCCC4)cc3)cc(C(F)(F)F)c12	1	u	5.2µM*	-8%	u	-2%	-8
CN(C)C(=O)CCC(=O)N1CCCCC1C(=O)Nc1ccc(Oc2ccccc2F)cc1 (stereo unspecified)	-2	0%	28%	10%	-18%	-10%	-7
Cc1ccc(S(=O)(=O)N2CCCC(C(=O)NCc3cccnc3)C2)cc1Cl (stereo unspecified)	-2	u	-20%	-9%	-3%	-7%	25
Cc1onc(-c2ccccc2Cl)c1C(=O)OCC(=O)Nc1cccc(S(=O)(=O)N2CCOCC2)c1	-5	31%[1.15 µM]	u	3%	u	3%	-2
Cc1cccc(N2CCN(C(=O)C3CCN(c4nnc(-n5cccc5)s4)CC3)CC2C)c1 (stereo unspecified)	5	u	13µM*	-6%	u	-5%	-5
O=S1(=O)CC=C(CSC(=S)NC2CCS(=O)(=O)C2)C1 (stereo unspecified)	-8	-14%	4%	-2%	-27%	1%	-7
O=c1cc(CO)oc(C(Nc2ccccn2)c2ccsc2)c1O (stereo unspecified)	9	146%[activator]	0%	x	x	7%	24
COc1cc(C2C(C#N)=C(N)N(N(C)C)C3=C2C(=O)CC(C)(C)C3)cc(OC)c1OC (stereo unspecified)	-3	u	-16%	-5%	5%	8%	-4
O=C(O)c1cccc(S(=O)(=O)Nc2ccc3c(c2)OCO3)c1	-1	26%	x	2%	14%	3%	5
CCCC(CCC(=O)Nc1nccs1)C(=O)O (stereo unspecified)	-3	-1%	10%	-2%	2%	-6%	-5
CCOc1cnc(-c2c(-c3c(F)cccc3Cl)noc2C)o1	7	2%	u	0%	9%	0%	11
Cc1ccc(C)c(NC(=O)c2cc3c([nH]c4ccccc43)c(C)n2)c1	11	54%[activator]	2%	-11%	5%	3%	-9
CCOC(=O)COc1cc(Br)c(C2NC(=O)NC(C)=C2C(C)=O)cc1OCC (stereo unspecified)	-6	9.3µM*	x	12%	x	1%	-17
CCC1CN(C(=O)Nc2cccc(C)c2)c2cc(C)ccc2O1 (stereo unspecified)	-2	u	u	1%	-27%	2%	-16
Cc1[nH]c(=O)[nH]c(=O)c1S(=O)(=O)N1c2ccc(F)cc2CCC1C (stereo unspecified)	-3	40%[activator]	3%	10%	2%	2%	-7
Cc1ccc(C2=NN=C(NC(=O)C(F)(F)F)SC2)cc1	27*	u	202%[activator]	-18%	u	-7%	111*
Brc1ccccc1CN1CCC(Cc2ccccc2)CC1	0	u	-1%	0%	14%	0%	14
Cc1ccc2c(SCC(=O)NCc3ccco3)nc(-c3ccc(F)cc3)nc2c1	-3	26%	-5%	-20%	-9%	5%	-7
NS(=O)(=O)c1ccc(CCNC(=O)CCNC(=O)c2ccco2)cc1	-1	43%[activator]	6%	1%	5%	-2%	-7
COc1ccc2c(c1OC)C(=O)N1C(C(=O)O)Cc3c([nH]c4ccccc34)C21 (stereo unspecified)	-1	x	x	-11%	-9%	7%	-10
CCC(=O)Nc1nc2ccccc2n1Cc1ccccc1Cl	1	2.9µM*	3.3µM*	-19%	u	2%	-3
COc1ccc(/C=N/Nc2nc(-c3cccnc3)nc3ccccc23)cc1OC	31*	u	6.6µM*	-4%	-23%	u	62*
COc1ccc(CN(C)C(=O)c2cccc(S(=O)(=O)N3CCN(c4ccccc4)CC3)c2)c(OC)c1OC	x	u	u	-8%	8.9µM*	x	x
COc1ccc(N(C)C(=O)Cc2c(C(=O)O)[nH]c3ccccc23)c(OC)c1	-2	-15%	u	5%	5%	16%	20
O=C(Cc1ccccc1[N+](=O)[O-])NC1CC1	10	-1%	6%	-8%	7%	4%	-5
COc1cc(/C=C(\NC(C)=O)C(=O)NC(C)(C)C)ccc1OC(C)=O	7	74%[activator]	13%	-13%	14%	-3%	-3
Cc1cccc(NS(=O)(=O)c2ccc(C(=O)NCC(c3ccco3)N3CCCCC3)cc2)c1C (stereo unspecified)	x	u	-25%	0%	u	x	x
Nc1nonc1-n1nnc(C(=O)N/N=C/c2c(Cl)cccc2Cl)c1CSC1=NCCS1	-4	0%	-2%	2%	-17%	4%	3
Cc1ccnc(NC(=O)Nc2ccc(Br)cc2Cl)c1	47*	49%[activator]	434%[activator]	-10%	1%	-3%	91*
Cc1ccc(NC(=O)NCC2CCN(Cc3cc(C)ccc3Cl)CC2)c(C)c1	-3	u	u	-1%	9%	-1%	-6
COc1ccc(S(=O)(=O)N2CCCC2CNC(=O)C(=O)Nc2cccc(F)c2)cc1 (stereo unspecified)	x	u	u	-7%	u	x	x
Cc1cc(C(=O)NC(C)C2CCCO2)cs1 (stereo unspecified)	-4	-27%	5%	0%	-1%	-2%	33
COc1ccc2c(CC(=O)N[C@@H](Cc3ccccc3)C(=O)O)cc(=O)oc2c1C	-6	0%	0%	-4%	16%	4%	-1
COc1ccc(OC)c(Nc2nc(NCCCN(C)C)nc(N)c2[N+](=O)[O-])c1	-2	12µM*	13µM*	3%	-17%	5%	-11
O=C(NCCc1ccccc1)c1c(F)c(F)c(F)c(F)c1F	11	-1%	-17%	-5%	14%	-3%	33*
COc1ccc(-c2noc(N3CCC(C(=O)Nc4ccc(F)cc4F)CC3)n2)cc1	3	u	3%	-1%	5%	-5%	7
O=C(c1oc(=O)c2ccccc2c1-c1ccccc1)N1CCC(O)CC1	-3	25%	x	2%	9%	4%	-17
COc1cc(CCC(C)NCc2ccccc2)ccc1O (stereo unspecified)	1	-21%	x	-10%	-19%	-5%	-11
O=C(O)CN1CCN(Cc2ccccc2F)C1=O	-6	8%	30%[activator]	4%	5%	7%[11.5 µM]	2
COc1ccc(N=c2cc(-c3ccc(OC)cc3)oc3ccccc23)cc1	0	-100%	u	-4%	u	1%	10
Cc1ccc(C)c(NS(=O)(=O)c2ccc(OCC(=O)NCc3ccco3)cc2)c1	6	-8%	u	-11%	u	4%	0
O=c1c2ccccc2nc(SCc2ccc([N+](=O)[O-])cc2)n1-c1ccc(Cl)cc1	-2	3%	8%	2%	7%	1%	25
O=C(CNCC1CCCO1)Nc1ccc([N+](=O)[O-])cc1C(=O)Nc1ccccc1F (stereo unspecified)	-1	5.9µM*	u	-15%	-10%	-4%	-2
Cc1ccc(/C(N)=N/OC(=O)N2CCOCC2)cc1	22*	1µM*	u	-3%	u	-2%	16
CC(=O)c1sc(NC(=O)c2cc3c(C)nn(-c4ccccc4)c3s2)nc1C	-2	78%[activator]	0%	5%	-17%	-2%	19
O=C(c1cc2ccccc2cc1O)N1CCCC(C(F)(F)F)C1 (stereo unspecified)	10	u	-4%	3%	-3%	-7%	-14
COc1ccc(Cl)cc1NC(=O)N(C)Cc1c(C)nn(C)c1C	-2	x	3%	0%	u	0%	30
Cc1c(C(=O)N2CCCCC2)c(S(=O)(=O)N2CCN(c3ccc(F)cc3)CC2)c(C)n1C	-3	-12%	-23%	0%	11%	2%	-7
COc1ccc(C(=O)/C=C/Nc2ccc(S(=O)(=O)Nc3cccc(C(C)=O)c3)cc2)cc1	39*	u	u	-14%	11µM*	-1%	93*
Fc1ccc(OCc2nn[nH]n2)c(F)c1	-4	u	-4%	-5%	5%	0%	-18

Next part.
SMILES	Cycloheximide cs	Pf growth 96h	Pf growth 48h	TbPYK inhibitor	HCV inhibitor	LmPK inh	Shiga inhibitor
COc1ccc(-c2noc(=O)n2Cc2ccc(C#N)cc2)cc1	-1	u	-13%	-1%	25%	-4%	6
CCOP(=O)(OCC)C1(O)C(=O)Nc2ccc(Br)cc21 (stereo unspecified)	-2	51%[activator]	-18%	-4%	-15%	3%	-12
CN(C)C(=O)c1ccc(-n2nc(C(F)(F)F)c3c2CCCC3)cc1	-3	u	2%	-1%	10µM*	-1%	-12
COc1ccccc1CN1CC(C(=O)NC2CCCCC2)CC1=O (stereo unspecified)	-2	-12%	-10%	-4%	5%	-5%	-11
O=C1CC(C(=O)N2CCN(S(=O)(=O)c3cccc(F)c3)CC2)CN1Cc1ccccc1Cl (stereo unspecified)	x	u	u	-2%	-21%	x	x
CC(C)=CC(=O)Nc1c(C)cc(C)cc1Cl	-2	21%	-5%	-1%	20%	1%	-14
CCN(CCNc1ccc([N+](=O)[O-])c2cccnc12)S(=O)(=O)c1ccccc1	0	30%	24%	-5%	13%	1%	-23
Cc1sc2nc3c(C(=O)N4CCN(c5ccccn5)CC4)cccn3c(=O)c2c1C	-2	-1%	x	x	x	7%	22
O=C(Cc1c(Cl)cccc1Cl)Nc1ccncc1	-2	u	-5%	-1%	-12%	-15%	-10

Assay outcomes (PubChem BioAssay)
